# procasp7 counter = counter-screen: procaspase-7 (human) activation; AID 463210; P55210; activation, % at 8.5 µM; recombinant procaspase-7, Ac-DEVD-pNA absorbance 405 nm; D23A/D198A/D206A triple mutant, cannot self-cleave; scale: DMSO 0, 5 µM enzyme 100; actives 0.093% (n = 330,000);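 active means percent activation above the screen-wide mean plus 3 SD, cut at about 25% in these data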
#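 System: Uncleavable procaspase-7 mutant enzyme; Amount: 2 µM procaspase-7 mutant as dispensed; Schedule: 1 h compound preincubation, 2 h substrate cleavage, 25 °C; Measured by: 405 nm absorbance of p-nitroaniline; Evaluation: percent activation from buffer-corrected 0–120 min absorbance change; Control set: low DMSO alone, high DMSO plus 5 µM PC-7.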
# TPT1 inhibitor = inhibitors of Candida albicans tRNA 2'-phosphotransferase TPT1; actives 0.81% (n = 300,000); recombinant caTPT1, FP RNA substrate dephosphorylation; inhibition, % at 5 µM;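 active means inhibition above the mean of all tested compounds plus 3 SD, set per screening campaign, cut at about 24% in these data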;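 further: plate controls were DMSO alone for no effect and ferristatin control at 100 nM for full effect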
# CTSL1 counter = cathepsin L1 inhibition, PFM18AAP counter-screen | inhibition, % at 5.96 µM | actives 0.49% (n = 300,000) | recombinant F. hepatica cathepsin L1, Z-Leu-Arg-MCA fluorescence;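 active means inhibition above the mean of all tested compounds plus 3 SD, set per screening campaign, cut at about 17% in these data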;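 further: 0% = plate median of test compound wells and 100% = 1 µM Z-Phe-Ala-diazomethylketone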
# core dimer inh = blocks dimerization of HCV core protein. TR-FRET GST/Flag-core106 dimerization, 1536-well. inhibition, % at 5 µM. actives 0.33% (n = 300,000). AID 1899;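 active means inhibition above the mean of all tested compounds plus 3 SD, set per screening campaign, cut at about 45% in these data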
#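 Assay system: Tagged HCV core106 pair (GST and Flag) | Buffer or medium: KF-containing HEPES buffer, pH 7.45, DTT, CHAPS, BSA | Also added: Eu donor and XL665 acceptor anti-tag antibodies | Dosing: One concentration, 5 µM, in 0.5% DMSO | Timing: 4 h at 22.5 °C | Technique: TR-FRET 671 and 617 nm emission | Repeats: Singlicate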
# PP5 inh = inhibitors of human protein phosphatase 5 (PP5); inhibition, % at 6.7 µM; actives 0.18% (n = 320,000); purified PP5c, OMFP substrate fluorescence; AID 1987;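 active means inhibition above the campaign's mean inhibition across all tested compounds plus 3 SD, cut at about 9.5% in these data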;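 further: 0% = DMSO only and 100% = 100 µM cantharidin control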
# Target sequence (P53041 whole entry, looked up): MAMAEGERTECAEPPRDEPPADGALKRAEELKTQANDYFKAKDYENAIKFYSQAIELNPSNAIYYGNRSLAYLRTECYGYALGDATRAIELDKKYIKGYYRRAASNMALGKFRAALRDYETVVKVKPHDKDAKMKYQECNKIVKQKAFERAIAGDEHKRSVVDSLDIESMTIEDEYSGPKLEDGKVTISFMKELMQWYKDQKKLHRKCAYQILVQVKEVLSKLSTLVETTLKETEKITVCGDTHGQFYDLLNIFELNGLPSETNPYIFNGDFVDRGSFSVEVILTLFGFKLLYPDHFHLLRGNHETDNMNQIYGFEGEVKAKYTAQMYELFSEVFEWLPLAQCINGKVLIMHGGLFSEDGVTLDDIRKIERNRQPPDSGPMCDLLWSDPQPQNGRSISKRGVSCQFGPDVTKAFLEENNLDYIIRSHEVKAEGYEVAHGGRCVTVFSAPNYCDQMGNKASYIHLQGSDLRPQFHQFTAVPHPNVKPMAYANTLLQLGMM
# AHR activator = activators of human aryl hydrocarbon receptor | AID 2796 | AHR-responsive luciferase reporter cells, luminescence | actives 2.5% (n = 320,000) | P35869 | activation, % at 5 µM; in the data active means activation above about 47%;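 further: 0% = vehicle wells and 100% = reference agonist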
# PP1 inh = counter-screen for PP5 inhibitors: inhibitors of human PP1-alpha; P62136; purified PP1alpha, OMFP fluorescence; inhibition, % at 6.7 µM; actives 0.9% (n = 320,000); AID 2235;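 active means inhibition above the mean inhibition of all tested compounds plus 3 SD, computed separately for each screening campaign, cut at about 15% in these data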
# Target sequence (P62136 whole entry, looked up): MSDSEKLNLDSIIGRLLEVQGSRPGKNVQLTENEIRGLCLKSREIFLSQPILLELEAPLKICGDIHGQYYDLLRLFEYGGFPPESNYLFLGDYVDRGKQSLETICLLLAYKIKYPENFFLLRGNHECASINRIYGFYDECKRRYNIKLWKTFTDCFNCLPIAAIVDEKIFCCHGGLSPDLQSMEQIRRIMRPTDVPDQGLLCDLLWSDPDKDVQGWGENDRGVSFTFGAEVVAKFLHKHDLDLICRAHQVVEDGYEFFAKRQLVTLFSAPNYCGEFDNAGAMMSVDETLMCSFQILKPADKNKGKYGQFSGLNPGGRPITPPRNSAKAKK
# PAFAH2 FP inh = PAFAH2 (human) inhibition. Q99487. recombinant PAFAH2, FP-rhodamine activity probe, fluorescence polarization. inhibition, % at 3.39 µM. actives 0.99% (n = 340,000). AID 492956;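 active means inhibition above the mean over all tested compounds plus 3 SD, cut at about 30% in these data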;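 further: inhibitors block probe labeling of enzyme so polarization drops; 0% = enzyme with DMSO and 100% = wells lacking PAFAH2 protein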
# procasp3 activ = activates human procaspase-3 | actives 0.11% (n = 330,000) | activation, % at 8.5 µM | AID 463141 | recombinant procaspase-3 D3A, Ac-DEVD-pNA absorbance 405 nm;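 active means activation above the mean of all tested compounds plus 3 SD, cut at about 21% in these data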;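 further: 0% = DMSO alone and 100% = DMSO wells spiked with extra 5 µM PC-3 D3A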
# Target sequence (P42574 whole entry D9A/D28A/D175A): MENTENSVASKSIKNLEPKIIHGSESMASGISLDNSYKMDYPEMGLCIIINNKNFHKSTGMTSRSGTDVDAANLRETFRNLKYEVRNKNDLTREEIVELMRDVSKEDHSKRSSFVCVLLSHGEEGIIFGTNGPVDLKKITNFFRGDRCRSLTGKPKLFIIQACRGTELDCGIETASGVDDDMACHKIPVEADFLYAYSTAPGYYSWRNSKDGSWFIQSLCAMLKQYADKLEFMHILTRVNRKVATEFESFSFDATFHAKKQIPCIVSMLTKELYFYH
#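 Evaluation: percent activation relative to control range; Material: Procaspase-3 D3A mutant, all three cleavage aspartates alanine; Compound: single dose, 8.5 µM nominal compound, 0.8% DMSO; Replication: one well per compound; Signal: absorbance at 405 nm, 0 and 120 min; Schedule: 1 h preincubation plus 2 h reaction at 25 °C.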
# * marks the source's active call; other numbers are inactive results; / = no result given.
# The line under a structure holds: procasp7 counter	TPT1 inhibitor	CTSL1 counter	core dimer inh	PP5 inh	AHR activator	PP1 inh	PAFAH2 FP inh	procasp3 activ
1: Cc1cc(SCC(=O)OCC(=O)N2CCCC2=O)c(C)cc1Br
  4	-3	-8	-2	1.6	0	-2	6	0
2: COc1ccc(/C=C/C(=O)Oc2ccc(/C=N/NC(=O)COc3c(C)cccc3C)cc2)cc1
  -8	2	-1	5	2.0	1	-2	-8	1
3: CCCCS(=O)(=O)N1CCCC(C(=O)NCC2CCCO2)C1 (stereo unspecified)
  14	1	3	9	-0.7	-2	2	0	-4
4: Cc1nn(-c2cccc(C(=O)O)c2)c(C)c1[N+](=O)[O-]
  10	-3	1	-3	2.6	-2	3	-3	0
5: O=S(=O)(NCCN1CCCC1)c1ccc(Cl)cc1
  -2	3	-2	-4	-0.7	6	-1	5	0
6: CCOc1ccc(C(=O)Nc2cc(OC)ccc2OC)cc1
  12	-3	2	-3	1.1	12	-3	2	-6
7: CCN(CC)CCN(C(=O)CCS(=O)(=O)c1ccccc1)c1nc2cc3c(cc2s1)OCO3
  13	-6	76*	-8	0.0	19	-3	4	1
8: Cc1nc2ccccc2n1CC(=O)c1ccc(O)c(O)c1
  6	/	/	/	0.8	-1	-1	19	0
9: CC(=O)c1c(C)oc2ccc(NS(=O)(=O)c3cccs3)cc12
  14	2	5	0	1.8	0	-2	-1	0
10: c1ccc2c(C3=NNC(=NC4CCCCC4)SC3)c[nH]c2c1
  -14	5	1	11	3.5	57*	0	5	-3
11: COc1ccccc1CNC(=O)[C@@H]1CCCN1S(=O)(=O)c1ccc(C)cc1
  3	1	-2	5	-0.1	0	0	4	-3
12: O=C(NCCc1ccccc1)C(c1ccccc1F)N(C(=O)c1csnn1)C1CC1 (stereo unspecified)
  -16	-5	-6	-12	0.0	0	-3	-7	2
13: CCCc1nnc(NC(=O)c2ccncc2)s1
  -1	-3	-1	-4	0.3	1	0	2	5
14: COc1ccc(C2=NN(c3ccc(C=O)cc3)C(c3ccccc3)C2)cc1 (stereo unspecified)
  -51	5	1	15	4.0	2	4	/	-52
15: Cc1ccc(S(=O)(=O)c2c(N)n(/N=C/c3ccco3)c3nc4ccccc4nc23)cc1C
  8	11	-1	38	1.0	-3	-2	-14	5
16: COC(=O)c1nn(-c2nc(-c3cccc(OC)c3)cc(C(F)(F)F)n2)cc1[N+](=O)[O-]
  0	0	4	10	1.7	0	-6	-2	-3
17: O=C(Nc1ccccc1Oc1ccccc1)c1cnccn1
  12	-2	3	4	2.9	9	3	-7	0
18: COc1ccc(C(CC(=O)Nc2cc([N+](=O)[O-])ccc2OC)c2ccccc2)cc1 (stereo unspecified)
  1	0	5	16	2.4	17	2	-8	2
19: COc1ccc(/C=C(\C#N)C(=O)Nc2cc(S(=O)(=O)N3CCCCC3)ccc2N2CCCCC2)cc1
  -3	-4	-4	1	3.8	3	6	-10	-3
20: Cc1cc(-c2c(C(=O)N3CCOCC3)c(C)nn2-c2cccc(C(F)(F)F)c2)no1
  6	2	0	-2	3.0	-1	-1	-2	6
21: CCOC(=O)c1c(C)c(C(=O)NCc2ccc3c(c2)OCO3)c(C)n1C
  9	1	-1	2	0.9	8	-3	4	3
22: O=C(c1ccccc1)c1ccc2c(c1)OCCOCCOCCO2
  3	-2	1	-7	1.9	-5	-5	1	-1
23: Cc1nn(C)c(Cl)c1CN1CCN(CCC(C)C)C(CCO)C1 (stereo unspecified)
  2	1	0	3	-1.3	5	-4	-2	-3
24: O=C(Nc1cccc(C(=O)Nc2ccccc2C(=O)O)c1)c1cccc(Cl)c1
  6	-6	0	0	2.7	-1	4	-10	1
25: COc1ccc(NC(=O)c2cc(-c3ccc4c(c3)OCO4)on2)cc1
  1	0	0	-4	1.6	-2	2	4	-2
26: Cc1c(Cl)cccc1NC(=O)CSc1nncn1-c1cccnc1
  -2	1	0	3	0.5	-1	-13	5	-2
27: CN(C)S(=O)(=O)c1ccc(S(=O)(=O)N2CCCC2)cc1
  11	-1	-3	-2	0.5	-1	-2	0	6
28: COCCn1c(C)cc(C(=O)CN2CCCCC2)c1C
  6	0	8	-6	-5.1	8	0	-10	-3
29: O=C(NCCN1CCCC1)C(c1ccccc1)c1ccccc1
  13	-2	1	-11	-4.0	4	0	-2	5
30: CC(=O)c1c(C)[nH]c(C(=O)OCc2csc(CC(=O)Nc3ccccc3C)n2)c1C
  8	/	/	/	/	4	/	3	-2
31: O=C1CSC(c2cccc([N+](=O)[O-])c2)N1c1ccccc1F (stereo unspecified)
  -2	-3	-4	2	0.9	-1	1	-10	8
32: CCCCC(=O)Nc1nnnn1CCC
  -4	0	-4	-4	-1.2	-4	0	4	6
33: Cc1cccc2cc(CN(Cc3ccco3)C(=O)c3cccs3)c(=O)[nH]c12
  -3	-7	2	6	0.0	7	-1	1	-5
34: CCOC(=O)C1=C(CS(=O)(=O)c2ccccc2)NC(=O)NC1c1cc(OC)c(O)c(OC)c1 (stereo unspecified)
  6	2	2	1	-1.9	-1	4	-3	-2
35: CCNCCNc1ccc(Cl)cc1[N+](=O)[O-]
  3	-2	36*	-4	5.0	1	3	4	6
36: COc1ccc(N(CC(=O)N/N=C/c2ccco2)S(=O)(=O)c2ccccc2)cc1Cl
  10	2	1	7	1.7	5	-1	6	2
37: CN(C)/C=C1\C(=O)NN=C1c1ccccc1
  -6	-1	2	-3	-2.5	5	0	-4	3
38: COc1ccc(NC(=O)CCC(=O)Nc2ccc3nc(N4CCOCC4)cc(C)c3c2)c(OC)c1
  -1	-1	6	2	-1.4	10	-2	9	-8
39: Cc1[nH]c(=O)[nH]c1C(=O)CCCCC(=O)O
  13	-3	-1	-3	-0.7	-3	0	7	5
40: CCN(CC)CCn1c(NCc2ccc(OC)cc2)nc2ccccc21
  6	-2	0	-3	3.8	2	-2	5	0
41: Nc1cc(=O)[nH]c(SCC(=O)N2CCCc3ccccc32)n1
  -10	3	-1	-2	-3.5	0	-1	-3	-5
42: Nc1nc(O)c(CC(=O)O)s1
  8	0	-1	-10	3.3	2	4	-1	2
43: O=C(Nc1ccncc1)c1ccc(Cl)c(S(=O)(=O)N2CCc3ccccc32)c1
  5	-4	2	5	0.4	8	5	-14	3
44: CCCn1nc(C(=O)Nc2cccc(S(=O)(=O)N(C)c3ccccc3)c2)c2ccccc2c1=O
  16	/	/	/	/	3	/	-10	3
45: COc1ccc(C(=O)OC(C)C(=O)NC2CCCC2)cc1S(=O)(=O)N1CCOCC1 (stereo unspecified)
  0	/	/	/	-0.7	0	-1	4	0
46: CC(=O)NC(c1ccc(C(C)C)cc1)c1ccc2cccnc2c1O (stereo unspecified)
  -1	0	-1	6	6.0	0	13	2	1
47: Cc1ccccc1N1C(=O)CSC1=C(C#N)C#N
  7	8	-6	0	-1.3	11	-4	-3	0
48: CC1CCN(CCNC(=O)C2CCCN(c3ncnc4c3nc3n4CCCCC3)C2)CC1 (stereo unspecified)
  -11	-1	3	1	1.6	-1	-2	-1	-4
49: COc1ccc(-c2cc(OC)c3ccccc3n2)cc1
  -2	1	1	6	2.2	60*	0	2	2
50: CC(C)CC1CC(=O)OC1(C)C(=O)CSc1nc2ccccc2s1 (stereo unspecified)
  -4	-1	3	6	1.6	21	2	1	-4
51: O=C(CCN1C(=O)C2C3C=CC(C3)C2C1=O)Nc1ccc2ncccc2c1 (stereo unspecified)
  11	-4	3	-4	0.2	1	-1	12	0
52: Cc1ccc(-c2nc3ncccc3o2)cc1NC(=O)c1sc2ccccc2c1Cl
  4	-1	-5	6	1.4	13	0	8	-1
53: CN(C)C(=O)c1ccc(-n2cccn2)nc1
  10	-3	1	-5	0.9	0	0	7	6
54: CN(Cc1cccs1)C(=O)c1cc(S(=O)(=O)N2CCOCC2)ccc1N1CCCC1
  -2	/	/	/	0.8	-1	2	-8	0
55: COc1cc(-c2nc3ccccn3c2NCc2ccccc2)ccc1SC1CCCCC1
  -4	0	-6	5	-0.7	69*	3	-2	-2
56: CCOC(=O)N1CCC(NC(=O)C2CCN(C(=O)N3CC(C)Oc4ccccc43)CC2)CC1 (stereo unspecified)
  11	2	-4	-3	2.2	-2	-2	-2	-5
57: COCCNC(=O)c1ccc(CS(=O)(=O)c2c(Cl)cccc2Cl)o1
  5	-2	-3	-2	2.1	1	-4	2	-2
58: COc1cccc(/C=c2/s/c(=C(\C#N)C(=O)N3CCOCC3)n(-c3ccccc3)c2=O)c1
  20	-2	0	-3	-0.1	-1	1	-9	-5
59: COc1ccc([C@H]2CC(=O)C=C(c3ccc(C)c(F)c3)C2)cc1
  4	/	/	/	1.1	0	2	-1	4
60: Cc1cccc(NC(=O)CNC(=O)CNC(=O)Cc2ccccc2)c1
  -3	2	-1	-2	1.9	7	1	4	-2

# (next part)
# The line under a structure holds: procasp7 counter	TPT1 inhibitor	CTSL1 counter	core dimer inh	PP5 inh	AHR activator	PP1 inh	PAFAH2 FP inh	procasp3 activ
61: O=C(NCc1ccccc1)C1=C[C@@H](c2coc3ccccc3c2=O)C[C@@H](OCCCCO)O1
  3	0	0	1	3.0	-2	-1	0	6
62: CN1CC(=O)N(CC(=O)N2N=C(c3ccc(Cl)cc3)CC2c2ccco2)C1=O (stereo unspecified)
  -1	-4	1	7	-0.6	-1	3	-6	-8
63: CCOCC(=O)Nc1cc(C(=O)NCCC(C)C)ccc1Cl
  1	-5	-1	1	1.6	4	-5	/	0
64: CCCC(=O)Nc1ccc(C(=O)N/N=C/c2ccc([N+](=O)[O-])o2)cc1
  0	4	3	-1	-0.7	0	1	2	-7
65: C=CCn1c(SCC(=O)Nc2ccc(O)cc2)nc2sc(CC)cc2c1=O
  -10	-2	1	10	3.8	16	3	0	0
66: CCN(CC(=O)Nc1ccccc1C(F)(F)F)C(=O)CSCc1c(C)noc1C
  2	-2	2	0	-2.5	-2	-8	0	13
67: COc1cc(OC)cc(N(C(=O)CNC(=O)c2cccs2)C(C(=O)NCC2CCCO2)c2ccccc2)c1 (stereo unspecified)
  -4	-3	-2	11	0.6	-2	-2	-11	-5
68: O=C(Nc1cccc(-n2cnnn2)c1)c1cc(Cl)nc(Cl)c1
  4	1	-1	-2	-2.5	-2	0	2	5
69: CC(C)CNC(=O)c1cc(=O)[nH]c2ccc(S(=O)(=O)Nc3ccc(F)cc3)cc12
  4	-1	-1	-6	0.1	-3	1	-9	5
70: O=C(CNC(=O)c1ccc(-c2ccccc2)cc1)Nc1cccc(CO)c1
  0	/	/	/	/	22	/	7	3
71: Cc1c(C)c2cc(Cl)c(OCC(=O)NC3CC(C)(C)NC(C)(C)C3)cc2oc1=O
  6	0	0	-7	0.6	-1	3	0	5
72: COc1ccc(-c2cc(C(F)F)n3ncc(C(=O)N4CCCCC4)c3n2)cc1
  12	-1	1	1	-1.0	0	0	0	-1

# Results in procasp3 activ, TPT1 inhibitor and PP5 inh (2 entries from above):
No. | smiles | procasp3 activ | TPT1 inhibitor | PP5 inh
64 | CCCC(=O)Nc1ccc(C(=O)N/N=C/c2ccc([N+](=O)[O-])o2)cc1 | -7 | 4 | -0.7
66 | CCN(CC(=O)Nc1ccccc1C(F)(F)F)C(=O)CSCc1c(C)noc1C | 13 | -2 | -2.5

# Compound activity deposited in PubChem BioAssay by The Scripps Research Institute Molecular Screening Center.
